High-throughput results deposited in PubChem BioAssay by National Center for Advancing Translational Sciences (NCATS).
JMJD2A Tudor: inhibitors of human JMJD2A Tudor domain | O75164 | AlphaScreen JMJD2A-Tudor / H3K4me3 peptide binding | Potency, µM (titrated, usually from 114 µM), for the others: top-dose activity change, negative = inhibition, hits mostly inhibitors | hit rate 4.4% among 390,000 | AID 504339; also: potency is read from the fitted curve at half-maximal effect; % is scaled to controls: 0 for no effect and ±100 for the full control effect; nearly all actives have a fitted effect of over 50% in size
RGS4 inh: human RGS4 inhibition; P49798; hit rate 0.039% among 390,000; Transcreener GDP fluorescence polarization, RGS4-accelerated GTP hydrolysis; Potency, µM (series often up to 114 µM), inactives show top-dose activity change, negative = inhibition, most hits filed as inhibitors; also: potency is read from the fitted curve at half-maximal effect; % is scaled to controls: 0 for no effect and ±100 for the full control effect; nearly all actives have a fitted effect of over 75% in size; some results filed as inactive show a strong effect at the top dose
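MLSMR compounds (23 nl, pin-transferred) preincubated 10 min at room temperature with a 500nM (2x) first reagent, then RGS4 at 900nM (2x) plus Transcreener GDP mix added; fluorescence polarization (620/688 nm) read before and after 90 min at 30 °C.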
HP1b binding inh: blocks HP1-beta chromodomain binding to methylated histone tails; hit rate 0.56% among 390,000; AlphaScreen HP1-beta / biotin-H3K9me3 peptide binding; Potency, µM (titrated, usually from 114 µM), inactives show at the top dose activity change, negative = inhibition, usual class: inhibitors; also: potency is read from the fitted curve at half-maximal effect; nearly all actives have a fitted effect of over 70% in size; inactives centre near 23
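Compound inhibition of the preformed complex between 50 nM HP1-beta and 50 nM biotinylated H3K9me3 peptide was read by AlphaScreen. Buffer was PBS pH 7.4 with 0.01% Tween-20. Incubations ran 30 min at room temperature, with 10 ug/mL donor/acceptor beads.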
GLS inh: inhibitors of human glutaminase (GLS) | O94925 | GLS enzymatic activity, qHTS titration | Potency, µM (highest dose often 45.5 µM), inactives show at the top dose activity change, negative = inhibition, hits mostly inhibitors | hit rate 0.21% among 410,000 | AID 624170; also: potency is read from the fitted curve at half-maximal effect; % is scaled to controls: 0 for no effect and ±100 for the full control effect
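Read-out is an Amplex red fluorescence increase coupled through glutamate oxidase and HRP, measured before and after 30 min room-temperature incubation. hKGA is in 45 mM KH2PO4 (pH 8.2) with 0.02% Tween-20; glutamine added as 1mM solution.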
BAZ2B inh: BAZ2B (human) inhibition; AID 504333; AlphaScreen BAZ2B-H3K14Ac peptide displacement; Q9UIF8; hit rate 4.4% among 360,000; Potency, µM (titrated, usually from 114 µM), for the others: top-dose activity change, negative = inhibition, usual class: inhibitors; also: potency is read from the fitted curve at half-maximal effect; % is scaled to controls: 0 for no effect and ±100 for the full control effect; nearly all actives have a fitted effect of over 60% in size
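Protein-peptide AlphaScreen: BAZ2B 50 nM, b-H3K14Ac 50 nM, 1x PBS pH 7.4 + 0.01% Tween-20. Preincubation 30 min RT; cpd 30 min RT (top 110 uM); beads 20 min RT, light-protected.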
G9a block: blocks human histone lysine methyltransferase G9a. Q96KQ7. G9a H3K9 monomethylation, AlphaScreen, 2 h. Potency, µM (titrated, usually from 102 µM), for the others: at the top dose activity, negative = inhibition, most hits filed as inhibitors. hit rate 8.8% among 350,000; also: potency is read from the fitted curve at half-maximal effect; % is scaled to controls: 0 for no effect and ±100 for the full control effect; nearly all actives have a fitted effect of over 75% in size
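Signal arises when biotinylated H3K9 peptide, once monomethylated, bridges streptavidin donor and antibody-captured acceptor beads. Enzyme at 20 nM was preincubated 15 min with test compounds; peptide 500 nM and SAM 20 uM then reacted for 2 h.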
ALOX12 inh: inhibitors of human 12S-lipoxygenase ALOX12; P18054; purified 12hLO, xylenol orange hydroperoxide absorbance; Potency, µM (doses to about 108 µM), without a hit: at the highest dose activity change, negative = inhibition, hits mostly inhibitors; hit rate 1.1% among 580,000; also: potency is read from the fitted curve at half-maximal effect; % is scaled to controls: 0 for no effect and ±100 for the full control effect
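Hydroperoxide product was detected by ferrous iron/xylenol orange as the 573 to 405 nm absorbance ratio. Arachidonic acid at 40 uM (final) was turned over for 30 min at room temperature by 150 nM human 12hLO, pH 7.0 Hepes buffer, after 15 min compound preincubation.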
PI4K2A block: inhibitors of human PI4K2A | purified PI4K2A, ADP-Glo luminescence, 1 h; active compounds read low | activity change, negative = inhibition, % at 76.9 µM | hit rate 0.13% among 420,000; in the data active = activity change below about -50%; inconclusive = mostly about -30% to -49%;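 also: -100% = wells without enzyme as full effect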
Target sequence (Q9BTU6 whole entry, looked up): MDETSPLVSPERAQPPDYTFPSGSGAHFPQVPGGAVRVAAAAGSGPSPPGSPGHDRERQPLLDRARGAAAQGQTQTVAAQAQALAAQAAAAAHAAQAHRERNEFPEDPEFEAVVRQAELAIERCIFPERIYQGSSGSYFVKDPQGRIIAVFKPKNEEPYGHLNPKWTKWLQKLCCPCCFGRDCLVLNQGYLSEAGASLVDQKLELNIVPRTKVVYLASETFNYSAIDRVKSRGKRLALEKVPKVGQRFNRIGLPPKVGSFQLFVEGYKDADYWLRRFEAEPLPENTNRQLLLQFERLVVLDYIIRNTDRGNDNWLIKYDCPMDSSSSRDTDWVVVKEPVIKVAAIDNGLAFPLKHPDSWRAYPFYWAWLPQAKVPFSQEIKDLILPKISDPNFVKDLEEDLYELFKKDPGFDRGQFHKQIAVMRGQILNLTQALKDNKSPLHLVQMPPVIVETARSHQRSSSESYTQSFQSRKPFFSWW
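Compounds are screened against recombinant PI4K2A using PI as substrate and ATP, the latter dispensed at 300 microM. Reactions run one hour at ambient temperature before ADP-Glo detection; full inhibition defined by wells lacking enzyme.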
ERG-DNA inh: ERG Ets/DNA interaction inhibition | AID 624246 | fluorescence polarization, His-ERG Ets domain / labelled DNA | hit rate 0.028% among 370,000 | Potency, µM (top dose mostly 76.9 µM), for inactives: top-dose FP activity, negative = inhibition, hits mostly inhibitors; active = well fitted inhibition curve with a large enough effect in the polarisation, with a control signal flat; inconclusive = small, poorly fitted or top-dose-only effect, or effect the other way, or a change in a side signal; inactive = no such curve, though single readings can be large or run the other way; the % refers to the polarisation;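 also: polarization taken with two DNA probes labelled with fluorescein and Texas red; potency is read from the fitted curve at half-maximal effect; % of control where 0% means no effect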
Target sequence (P11308 whole entry, looked up, the tested form may be a part): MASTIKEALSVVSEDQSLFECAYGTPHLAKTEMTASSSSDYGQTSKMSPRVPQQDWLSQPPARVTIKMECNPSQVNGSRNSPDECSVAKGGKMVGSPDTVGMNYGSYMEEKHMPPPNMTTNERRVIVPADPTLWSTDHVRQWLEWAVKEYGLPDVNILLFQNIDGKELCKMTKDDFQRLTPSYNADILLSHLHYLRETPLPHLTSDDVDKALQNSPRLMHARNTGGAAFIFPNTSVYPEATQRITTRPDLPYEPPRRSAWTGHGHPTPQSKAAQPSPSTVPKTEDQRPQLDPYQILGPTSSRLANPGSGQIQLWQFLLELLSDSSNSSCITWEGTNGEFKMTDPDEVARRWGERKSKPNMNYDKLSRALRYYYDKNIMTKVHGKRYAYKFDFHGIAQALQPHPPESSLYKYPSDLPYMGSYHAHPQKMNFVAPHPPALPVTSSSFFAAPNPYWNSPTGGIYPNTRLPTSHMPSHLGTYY
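His-tagged ERG Ets domain (1 uM in the protein solution; 300mM KCl, 50mM Tris-HCl, 1mM EDTA, 1mM DTT, pH 7.5) received compound, then a probe mix of 5 nM fluorescein-DNA and 100nM Texas-615-DNA. Fluorescence polarization was read for both dyes.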
Active calls of the source: *; ? = inconclusive; · = no result given; & = joins results of further samples; ! = repeats disagree; [ ] = another dose, or the depositor's remark. Unless noted, calls follow the shape of the dose curve; as a rule, active = well fitted curve in the direction sought with a large enough effect; inconclusive = small, poorly fitted or top-dose-only effect, or another doubt; inactive = no such curve, though single readings can be large; an effect the other way counts as inactive or inconclusive.

SMILES	JMJD2A Tudor	RGS4 inh	HP1b binding inh	GLS inh	BAZ2B inh	G9a block	ALOX12 inh	PI4K2A block	ERG-DNA inh
O=C(O)c1ccc(NN=Cc2cc(=O)[nH]c(=O)[nH]2)cc1	?	-23%	36%[activator]	21%	·	·	-2%	-6	·
COc1ccccc1NC(=O)CSc1oc(-c2cccs2)nc1S(=O)(=O)c1ccccc1	-15%	8%	21%	12%	-13%	?	-19%	-2	2%
COC(=O)c1c(C(C)=O)c(C)n(C)c1C	-25%	12%	-17%	0%	-13%	·	275%[activator]	0	-2%
Cc1ccc(NC(=O)CN(C)C(C)C(=O)N2CC(C)CC(C)C2)cc1 (configuration not stated)	12%	-21%	43%[activator]	-4%	23%	-16%[12.7 µM]	242%[activator]	4	16%
CCCCNS(=O)(=O)c1ccc(NC(=O)Cc2ccccc2[N+](=O)[O-])cc1	-17%	19%	3%	1%	-19%	?	-3%	7	-4%
CCCc1nc2ccccc2c(=O)n1/N=C/c1ccc(O)c(O)c1	-10%	-1%	14%	-2%	56µM*	?	?	6	6%
Cc1cc(C)n(-c2ccc(C(=O)Oc3ccc4c(c3)OCO4)cc2)n1	11%	-29%	90%[activator]	10%	16%	19%[12.7 µM]	11%	-5	-4%
CCOc1ccc(NC(=O)CN(C)C(=O)CC(NC(=O)c2ccccc2)c2ccccc2)cc1OCC (configuration not stated)	-26%	12%	6%	-1%	-2%	-51%	-18%	-3	3%
Cc1nn(CC(=O)NCCCN2CCCC2=O)c(C)c1[N+](=O)[O-]	-8%	13%	-1%	1%	·	·	-19%	-1	7%
O=C(CN1C(=O)c2ccccc2S1(=O)=O)N1CCN(c2ccccc2)CC1	-7%	6%	26%	15%	3%	-8%[59 µM]	-20%	2	-1%
Cc1ccccc1NC(=S)Nc1cccc([N+](=O)[O-])c1	-9%	14%	11%	20%	8%	-4%[59 µM]	-12%	10	-6%
O=C(CNC(=O)c1cccc(Cl)c1)N/N=C/c1cccnc1	-6%	0%	44%[activator]	-25%	-32%	-24%	214%[activator]	-1	4%
CCN(N=O)c1ccc(C=C2C=Cc3ccccc32)cc1	?	2%	?	4%	·	·	-15%	-2	6%
COc1ccc(CCNC(=O)C2CCCN(c3nc(C)cc(C)n3)C2)cc1 (configuration not stated)	-8%	-7%	24%	0%	1%	41%[activator]	?	1	0%
Cc1sc(NC(=O)c2cccs2)nc1-c1ccccc1	-26%	-10%	31%	15%	-1%	-51%	-26%	-4	-24%
Nn1c(SCC(=O)Nc2ccccc2F)nnc1C1CCCCC1	2%	-9%[56.9 µM]	46%[activator]	6%	-9%	14%	3%	3	-14%
Cc1ccc(S(=O)(=O)N(CCO)Cc2cc3ccc(C)c(C)c3[nH]c2=O)cc1	-7%	-2%	21%	3%	-2%	?	-45%	-1	-6%
CCn1ncc(Br)c1C(=O)Nc1ccc(F)c([N+](=O)[O-])c1	-17%	-30%	22%	-1%	-38%	-5%[59 µM]	-23%	-2	-14%
CC(Cc1ccccc1)C(=O)N(C)Cc1ccccc1 (configuration not stated)	-1%	-25%	108%[activator]	-2%	8%	-5%	-1%	-1	0%
CCCCOc1ccc(S(=O)(=O)Nc2ccc(NC(C)=O)cc2)cc1	-19%	-20%	47%	12%	8%	17%[59 µM]	-27%	-1	0%
O=C(Nc1ccc(Br)cn1)c1ccc([N+](=O)[O-])o1	-20%	-6%	1%	0%	-27%	-39%	-22%	-2	-3%
CCCCCCN1C(=O)CC(NC(=O)OCC2c3ccccc3-c3ccccc32)C/C=C\C1C(C)C (configuration not stated)	-10%	-11%	64%[activator]	-6%	·	·	?	6	9%
S=C(Nc1ccccc1)Nc1nccs1	?	11µM*!	-8%	-2%	-14%	27µM*!	-26%	-3&-3	3%
CCOC(=O)C1(Cc2cccc(OC)c2)CCN(Cc2csc(C(C)=O)c2)CC1	-25%	5%[56.9 µM]	9%	-15%	-23%	?	-1%	4	0%
CC(C)OCCCN(C)C1CCN(S(=O)(=O)c2ccc(-c3cc(C(F)(F)F)no3)s2)CC1	-17%	-26%	31%	4%	2%	16%[59 µM]	-5%	7	-6%
COc1ccc(NC(=O)c2ccc(S(=O)(=O)C(F)F)cc2)c(OC)c1	-18%	-3%	20%	15%	10%	38%	-24%	0	0%
COc1ccc(Nc2nn(-c3ccc(OC(F)(F)F)cc3)nc2C(C)=O)cc1	-9%	-2%	53%[activator]	-5%	-14%	23%[59 µM]	-22%	-3	2%
Cc1ccc(CNC(=O)CCc2ccc(S(=O)(=O)NCC(C)C)cc2)cc1	-4%	1%	33%	3%	-2%	22%[0.501 µM]	-4%	2	7%
CCN(CC)S(=O)(=O)c1ccc(-c2nnc(SCC(=O)Nc3nnc(C)s3)n2CC)cc1	-34%	-21%	27%	3%	-1%	-6%	0%	2	-4%
COc1cc(C(=O)N(CCCN(C)C)c2nc3c(OC)cccc3s2)cc(OC)c1OC	-26%	18%	12%	-4%	-12%	-9%[59 µM]	?	-1	-4%
CC(=O)Nc1ccc(OC(=O)c2cccnc2)cc1	-8%[57.1 µM]	-20%	41%[activator]	12%	-5%	11%[59 µM]	?	-1	2%
CCCCn1nc(C(=O)Nc2ccc3c(c2)OCO3)c2ccccc2c1=O	-29%	4%	-1%	-9%	·	·	-23%	2	6%
COc1ccc(C2=CC(c3ccc(Cl)cc3)n3cnnc3N2)cc1OC (configuration not stated)	-8%	?	52%	-16%	?	?	?	1	-2%
C/C(=N\NC(=O)c1ccc(CN(C)S(=O)(=O)c2ccc(C)cc2)cc1)c1ccc(OC(F)F)cc1	-19%	-13%	23%	5%	-5%	15%	14%	2	·
Cc1ccc(NC(=O)c2cccnc2)cc1C	-11%	11%	23%	?	4%	-10%[0.501 µM]	7%	-2	-4%
Cc1cc(C)nc(SCC(=O)Nc2ncc(C(F)(F)F)cc2Cl)n1	-8%	4%	5%	3%	-2%	9%[59 µM]	1%	1	-4%
Cn1c(SCC(=O)OCc2ccccc2)nnc1-c1ccco1	-6%	-17%	31%	1%	-1%	?	-2%	1	5%
CCN1CCc2c(sc(NC(=O)c3cc4ccccc4cc3OC)c2C(N)=O)C1	-36%	-31%	43%[activator]	-3%	-25%	?	67%[activator]	-8	3%
CCCCNC(=O)CCCCCNS(=O)(=O)c1ccc(Br)cc1	-14%	3%	29%	4%	·	-32%	-16%	1	11%
O=C(NC1CCCC1)C1c2ccccc2C(=O)N1C1CCCCC1 (configuration not stated)	-6%	-7%	21%	-1%	-1%	7%[59 µM]	31%[activator]	-2	0%
CCC(C)NC(=O)Cn1nc(C(F)(F)F)c2c1CCC2 (configuration not stated)	-6%	-35%	32%	-9%	-8%	10%	13%	-2	1%
Cc1sc2c(c1C)c(=O)n(-c1ccc(Cl)cc1)c(=O)n2Cc1cc(=O)n2ccccc2n1	-5%&-10%	-8%&-13%	33%&21%	-4%&-9%	4%&5%	2%&32%[59 µM]	-15%&-15%	1&-5	7%&2%
NC(=O)c1ccc(NC(=O)CNc2cc(S(=O)(=O)N3CCOCC3)ccc2N2CCCC2)cc1	-30%	0%	3%	21%	·	·	41%[activator]	-1	2%
COc1cccc(-c2nc(CS(=O)(=O)CC(=O)Nc3ccc(C)c(Cl)c3)c(C)o2)c1	2%	-3%	21%	2%	-2%	-23%[59 µM]	-23%	-7	6%
COC(=O)c1ccc(Nc2nc(-c3ccccc3Cl)nc3ccccc23)cc1	-19%	-31%	25%	-3%	6%	2%[59 µM]	?	1	1%
COc1ccc(N2CCN(c3ccc(NC(=O)NN)cc3)CC2)cc1	?	16%	-3%	?	-36%	45µM*	5%	1	-6%
c1ccc(NC2=NCCN2CCC2CCCC2)cc1	-11%	-6%	58%[activator]	2%	-4%	1%	11%	-1	-3%
COc1ccc(OC)c(NP2(=O)OCC(C)([N+](=O)[O-])CO2)c1 (configuration not stated)	-10%	-18%	19%	3%	·	·	?	4	-10%
COc1ccc(S(=O)(=O)NCC(c2ccco2)N2CCN(c3ccccc3)CC2)cc1OC (configuration not stated)	?	5%	-6%	4%	?	-8%[59 µM]	2%	1	-3%
CC(C)C(C(=O)NCc1ccccc1)N(CC1CCCO1)C(=O)CNS(=O)(=O)c1ccccc1 (configuration not stated)	-8%	-8%	13%	-9%	-11%	32%	-15%	1	5%
CC(C)NC(=O)CC1(C(=O)NCc2ccc(Cl)cc2)CCCC1	4%	-11%	24%	-10%	8%	22%	0%	0	5%
Cc1ccccc1OCCNC(=O)c1ccccc1Sc1ccccc1C#N	10%	26%	34%	15%	0%	9%	5%	7	14%
O=C(CSc1nnc(SCC(=O)c2ccco2)s1)c1ccco1	20µM*	5%[11.4 µM]	?	32%[activator]	?	-12%[59 µM]	?	-13	-1%
Cc1c(C(N)=O)sc2ncn(CC(=O)N3CCC(C)CC3)c(=O)c12	-11%	22%	16%	10%	-22%	5%[2.33 µM]	9%	6	-4%

Some of the compounds tested (hit frequency here may not be typical).
